Bioassay records (PubChem BioAssay)
ABCB6 inh 2: blocks the human ABCB6 transporter; Q9NP58; K562-ABCB6 porphyrin accumulation, flow cytometry, 1 h; active compounds read low; fluorescence ratio to DMSO, % at 10 µM; 360,000 compounds, 0.19% hits;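 active = fluorescence ratio to DMSO below 75%, the collection mean minus 3 SD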;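 note: signal is porphyrin accumulated inside mitochondria; 100% equals median channel fluorescence of DMSO control wells; lower ratio means ABCB6 inhibition with less porphyrin fluorescence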
Vif imaging: HIV Vif inhibition; inhibition, % at 7.49 µM; HEK293T cells, Vif self-association by quenched fluorescence, imaging, 24 h; 340,000 compounds, 0.35% hits; in the data active = inhibition above about 50%, passing the limit was not always enough; note: some results filed as inactive read as strong as hits
Granule exo inh: blocks lytic granule exocytosis | TALL-104 LAMP-1 surface exposure, flow cytometry; cells stimulated with thapsigargin and PMA | inhibition, % at 10 µM | 360,000 compounds, 0.66% hits;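 active = inhibition above about 55%, limit read from the data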
ABHD5-PLIN5 inh: inhibitors of human ABHD5-perilipin-5 interaction; Split G. princeps luciferase complementation, luminescence, 4 h; 360,000 compounds, 0.78% hits; Q00G26+Q8WTS1; inhibition, % at 4 µM;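 active = inhibition above the mean inhibition across every tested compound plus 3 SD, cut at about 22% in these data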;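 note: 0% = DMSO only wells and the 100% control is not disclosed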
Target sequence (Q00G26 whole entry, looked up): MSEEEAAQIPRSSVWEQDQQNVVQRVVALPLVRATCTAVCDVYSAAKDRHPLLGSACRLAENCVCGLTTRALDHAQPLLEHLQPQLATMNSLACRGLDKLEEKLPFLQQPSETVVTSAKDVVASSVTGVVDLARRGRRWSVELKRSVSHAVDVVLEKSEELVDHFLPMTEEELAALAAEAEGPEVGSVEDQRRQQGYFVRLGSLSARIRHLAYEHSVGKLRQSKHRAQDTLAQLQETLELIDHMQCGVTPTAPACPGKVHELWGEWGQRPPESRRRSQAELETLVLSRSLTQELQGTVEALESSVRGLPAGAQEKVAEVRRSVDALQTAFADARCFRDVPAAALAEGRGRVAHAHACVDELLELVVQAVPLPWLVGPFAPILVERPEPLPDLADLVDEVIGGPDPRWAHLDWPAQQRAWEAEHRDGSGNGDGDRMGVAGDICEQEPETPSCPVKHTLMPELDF
Target sequence (Q8WTS1 whole entry, looked up): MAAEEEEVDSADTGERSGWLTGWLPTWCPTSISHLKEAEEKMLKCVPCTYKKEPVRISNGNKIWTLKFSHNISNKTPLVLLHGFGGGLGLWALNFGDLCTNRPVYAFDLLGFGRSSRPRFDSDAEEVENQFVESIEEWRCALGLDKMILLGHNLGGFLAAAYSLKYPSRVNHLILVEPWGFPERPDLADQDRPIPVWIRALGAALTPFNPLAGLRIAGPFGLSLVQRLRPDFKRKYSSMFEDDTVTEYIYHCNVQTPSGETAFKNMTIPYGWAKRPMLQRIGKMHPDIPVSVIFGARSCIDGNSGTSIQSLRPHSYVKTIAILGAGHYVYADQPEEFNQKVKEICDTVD
NOD2-RIPK2 inh: NOD2-RIPK2 protein interaction inhibition; CHO BLA complementation NOD2-RIPK2, CCF4 ratio; inhibition, % at 4.98 µM; 360,000 compounds, 0.38% hits; AID 624267; in the data active = inhibition above about 21%;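 note: 0% = vehicle only and 100% = reference blocker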
TLR9-MyD88 block: TLR9-MyD88 interaction inhibition; CHO BLA complementation TLR9-MyD88, CCF4 FRET ratio; 340,000 compounds, 0.21% hits; AID 504734; inhibition, % at 4.98 µM;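 active = inhibition above the mean over all tested compounds plus 3 SD, cut at about 21% in these data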;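 note: 0% = DMSO only wells and 100% = clavulanate BLA inhibitor control wells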
N-glyco inh: N-linked glycosylation inhibition | 360,000 compounds, 0.23% hits | reporter increase, % at 12.5 µM | AID 588692 | D54 ERlucT glycosylation luciferase reporter, 24 h; percent of 100 nM tunicamycin response;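 active = mean luciferase reporter signal, scaled so untreated is 0 and the glycosylation-blocking control 100, at or above a set limit in every replicate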;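 note: luciferase carries N-glycosylation sites so blocking glycosylation raises the light; 0% = median of neutral control wells and 100% = median of 100 nM tunicamycin wells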
MC4R ag barr: activates human MC4R beta-arrestin recruitment. U2OS MC4R beta-arrestin complementation, luminescence; percent of melanotan II response, DMSO zero. activation, % at 8.9 µM. 360,000 compounds, 0.98% hits. AID 540308;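 active = activation above a per-plate cutoff, the mean activation of sample wells on that plate plus 3 SD, cut at about 8% in these data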
MC4R antagonist: blocks human MC4R cAMP signaling | inhibition, % at 6.5 µM | P32245 | 360,000 compounds, 0.48% hits | MC4R-expressing cells, MTII-stimulated cAMP, LANCE TR-FRET;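 active = inhibition above its plate's cutoff, the mean of tested wells on that plate plus 3 SD, cut at about 29% in these data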;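 note: 0% = Melanotan II alone and 100% = Melanotan II plus saturating MCL0020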
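System: U2OS cells stably expressing human melanocortin 4 receptor (MC4R). Reagent: Melanotan II challenge after compound preincubation. Doses: 6.5 µM. Times: 30-min compound, 1-h challenge, 1-h detection, room temperature. Measured by: TR-FRET with Eu-cAMP and labeled anti-cAMP, 671 nm. Replicates: singlicate.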
aDG glyco act: increases alpha dystroglycan glycosylation. activation, % at 10 µM. 360,000 compounds, 0.22% hits. Pro5-aDG cells, alpha-DG glycosylation AlphaScreen (IIH6); 0% Pro5, 100% B10-LARGE cell signal;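 active = activation of at least 8% versus controls, or a plate z-score of at least 8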;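 note: Pro5 are CHO cells carrying HIG-tagged alpha-DG that lacks glycosylation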
The depositor's hits bear a star; x = not tested or not shown. An excerpt; count on the stated rates, not on these rows.

SMILES | ABCB6 inh 2 | Vif imaging | Granule exo inh | ABHD5-PLIN5 inh | NOD2-RIPK2 inh | TLR9-MyD88 block | N-glyco inh | MC4R ag barr | MC4R antagonist | aDG glyco act
CCOC(=O)[C@]12CCC=C1N(Cc1ccccc1)C(=O)[C@H](CC(=O)N1CCN(C(=O)c3ccco3)CC1)C2 | 92.0 | x | -8.8 | 6.7 | -7.5 | x | x | x | x | 0.2
O=C(Cn1cc(COc2ccc(Br)cc2[N+](=O)[O-])nn1)c1ccc(O)cc1 | 101.0 | 14.4 | 2.3 | 9.7 | -8.5 | -2.1 | 1.7 | -2.4 | -5.0 | 0.1
CCN(CC(=O)Nc1c(Cl)cccc1Cl)C(=O)C1CCN(c2ncnc3sc(C)c(C)c23)CC1 | 101.0 | -4.8 | -1.3 | -0.9 | 1.1 | -1.8 | -2.3 | -3.9 | 22.7 | -0.3
Cc1cc(C)n2nc(C(=O)Nc3nccs3)nc2n1 | 107.0 | x | -2.8 | 6.4 | -10.2 | -8.8 | -3.6 | 0.6 | 8.8 | -0.3
CC(CC(=O)Nc1ccc(Cl)c(S(=O)(=O)N2CCOCC2)c1)c1ccccc1 (configuration not stated) | 95.0 | -23.8 | -1.1 | 2.1 | -9.5 | -6.8 | -4.0 | 2.1 | 17.3 | 1.6
O=C(CSc1ncccn1)NCc1cccs1 | 93.0 | -4.7 | 0.5 | -0.2 | -0.5 | 6.2 | 1.1 | -1.3 | 1.3 | 0.4
CC(C)c1ccc(NC(=O)CSc2nc(=O)[nH]c3c2CCCC3)cc1 | 95.0 | -3.0 | -3.3 | 1.6 | -7.7 | 14.3 | 3.4 | -3.9 | 3.0 | 0.4
CN(Cc1ccccc1)c1nc2c(c(=O)n(C)c(=O)n2C)n1CCCc1ccccc1 | 86.0 | x | 65.7* | -1.4 | 4.7 | 14.2 | 17.1 | 1.1 | 4.8 | -0.1
O=C(O)C1C2CCC(O2)C1C(=O)Nc1ccc(F)c(Cl)c1 (configuration not stated) | 93.0 | 30.5 | -2.8 | -0.9 | -1.7 | -7.7 | -0.1 | -0.8 | 3.6 | -0.1
O=C(COC(=O)c1ccc(F)c(S(=O)(=O)N2CCOCC2)c1)NC1CC1 | 96.0 | -4.4 | -4.6 | -0.5 | -8.8 | 5.1 | 0.5 | -3.4 | 8.4 | -0.1
O=C1CCN(CCc2ccccc2)CCN1CCO | 103.0 | -5.1 | -10.6 | -2.1 | -6.5 | 1.6 | 2.6 | -1.4 | -0.2 | 0.0
O=C(Nc1cccc(F)c1)c1ccc(Cn2cc([N+](=O)[O-])cn2)o1 | 103.0 | 6.8 | -1.3 | 3.8 | -8.9 | 15.0 | 2.3 | -1.9 | 11.0 | 0.3
CCOC(=O)CC/C(C)=N\N=C1\SC(CC(=O)O)C(=O)N1c1ccccc1 (configuration not stated) | 100.0 | -2.0 | -0.7 | 2.7 | -8.4 | -7.5 | -1.1 | -1.0 | 6.5 | -0.1
CS(=O)(=O)N1CCc2cc(C(=O)N3CCN(c4ccccc4F)CC3)ccc21 | 102.0 | -3.7 | -2.2 | -9.5 | 5.1 | -10.8 | 0.8 | -2.1 | 2.6 | -0.5
C=C(C)CN1C(=O)C(O)(CC(=O)c2ccc3c(c2)OCCO3)c2ccccc21 (configuration not stated) | 102.0 | 0.8 | -0.7 | 1.4 | 9.3 | -9.2 | -0.8 | 0.5 | -4.9 | 0.0
Cc1c(NC(=O)CN2C(=O)NC3(CCCCC3)C2=O)c(=O)n(-c2ccccc2)n1C | 104.0 | 1.4 | 16.4 | -3.3 | -3.5 | 1.2 | 1.6 | -1.8 | 9.0 | -0.1
O=C(CCc1ccccc1)NCc1ccccn1 | 91.0 | x | 3.0 | 1.4 | -18.5 | 5.2 | -1.1 | 0.1 | 1.1 | -0.2
O=C(NCc1ccccc1)c1ccc(S(=O)(=O)N2CCCc3ccccc32)cc1 | 91.0 | -6.6 | -0.1 | -8.3 | -4.1 | 5.9 | -2.1 | 0.1 | -0.2 | -0.2
CCN(C(=O)C(C)OC(=O)CCCNC(=O)c1ccc(Cl)cc1)c1ccccc1 (configuration not stated) | 97.0 | x | -6.1 | -10.0 | 1.0 | 5.2 | -1.3 | -2.3 | 12.0 | 0.2
CC1(C)Cc2c(cnn2-c2ccc(F)cc2)C(NC(=O)c2ccc(=O)oc2)C1 (configuration not stated) | 98.0 | 3.1 | -4.0 | -3.4 | -4.7 | -2.0 | -1.3 | -2.2 | -5.2 | 0.3
COc1ccc([C@@H]2[C@@H]3C(=O)N(C(C)(C)C)C(=O)[C@@H]3[C@]3(Cc4ccccc4)C(=O)N(c4cccc(C)c4)C(=O)N23)cc1 | 95.0 | 6.9 | -7.5 | -1.2 | 3.4 | -4.3 | 56.0* | -1.6 | 1.9 | 0.6
CCCCN(Cc1ccccc1)S(=O)(=O)c1cc2c(cc1Br)CC(C)N2C(C)=O (configuration not stated) | 92.0 | -15.1 | -14.9 | 2.9 | -4.4 | 3.0 | -4.5 | -1.2 | 6.6 | 0.2
CCCCN(CCCC)Cc1ccc(C(=O)NNC(=O)Nc2ccc(F)cc2)o1 | 112.0 | 3.2 | 2.3 | 3.6 | -8.0 | 1.4 | -1.1 | -1.9 | 7.2 | 0.0
CCO/C(C)=N/n1c2nc3ccccc3nc2c2c(=O)n(Cc3ccccc3Cl)c(C)nc21 | 102.0 | 13.0 | -0.8 | 5.2 | -5.0 | -2.9 | 8.1 | -2.0 | -3.3 | -0.4
CCOC(=O)C1=C(CC)NC2=C(C(=O)CCC2)C1c1ccc(OC)c(OC)c1 (configuration not stated) | 94.0 | x | 2.0 | 3.8 | -9.0 | 0.6 | 0.5 | 0.7 | -1.9 | 0.2

Reprinted from above (two entries):
SMILES | ABCB6 inh 2 | Vif imaging | Granule exo inh | ABHD5-PLIN5 inh | NOD2-RIPK2 inh | TLR9-MyD88 block | N-glyco inh | MC4R ag barr | MC4R antagonist | aDG glyco act
CCOC(=O)[C@]12CCC=C1N(Cc1ccccc1)C(=O)[C@H](CC(=O)N1CCN(C(=O)c3ccco3)CC1)C2 | 92.0 | x | -8.8 | 6.7 | -7.5 | x | x | x | x | 0.2
O=C(Cn1cc(COc2ccc(Br)cc2[N+](=O)[O-])nn1)c1ccc(O)cc1 | 101.0 | 14.4 | 2.3 | 9.7 | -8.5 | -2.1 | 1.7 | -2.4 | -5.0 | 0.1

A few values from the entries so far:
Result for CCCCN(CCCC)Cc1ccc(C(=O)NNC(=O)Nc2ccc(F)cc2)o1 in ABHD5-PLIN5 inh: 3.6
Result for C=C(C)CN1C(=O)C(O)(CC(=O)c2ccc3c(c2)OCCO3)c2ccccc21 (configuration not stated) in ABHD5-PLIN5 inh: 1.4

Next part:
SMILES | ABCB6 inh 2 | Vif imaging | Granule exo inh | ABHD5-PLIN5 inh | NOD2-RIPK2 inh | TLR9-MyD88 block | N-glyco inh | MC4R ag barr | MC4R antagonist | aDG glyco act
CCOC(=O)c1cnc(SCC)[nH]c1=O | 92.0 | -5.8 | 1.9 | -0.5 | -6.3 | -1.3 | 3.9 | 1.0 | 7.2 | 0.1
COc1ccc(Cl)cc1NC(=O)C(C)OC(=O)c1ccc(NS(=O)(=O)c2ccc3[nH]c(=O)[nH]c3c2)cc1 (configuration not stated) | 83.0 | 5.1 | -3.2 | -3.0 | -12.6 | -0.8 | -0.1 | -2.1 | 5.5 | -0.3
O=[N+]([O-])c1ccc2nc(-c3ccc(Cl)cc3)n(OCc3ccccc3)c2c1 | 96.0 | -13.2 | 10.3 | -6.2 | -5.5 | 4.7 | -3.0 | 3.4 | 6.1 | 0.4
COc1cc(/C=N/O)ccc1OCc1ccccc1Cl | 88.0 | -8.7 | 1.0 | 1.0 | -7.5 | -7.6 | -9.4 | -1.3 | -11.7 | -0.2
O=C(Cn1cnc2c(nnn2Cc2ccc(Cl)cc2)c1=O)NCc1ccco1 | 92.0 | 1.5 | 7.2 | 13.0 | -9.7 | 5.4 | 4.9 | 1.6 | -1.7 | 0.2
ONC(=Nc1ccc(Cl)cc1)c1ccccc1Cl | 95.0 | -2.3 | -1.0 | 3.5 | -2.0 | -4.3 | -0.6 | -1.0 | 0.2 | 0.0
COc1ccccc1-c1nnc(SCC(=O)O)n1-c1ccc(C)cc1 | 95.0 | -2.2 | 2.5 | -2.8 | 4.8 | 4.9 | 2.3 | -3.1 | -6.2 | -0.4
CCOC(=O)N1CCN(C(=O)c2c(-c3c(Cl)cccc3Cl)noc2C)CC1 | 103.0 | 21.8 | -2.0 | -2.3 | -15.7 | 2.5 | -1.5 | 1.7 | 12.6 | 0.0
O=C(CSc1ccccc1F)OCC(=O)N1CCN(C(=O)c2ccco2)CC1 | 96.0 | -5.8 | 0.2 | -10.4 | -10.1 | -1.9 | -0.5 | -4.5 | 0.9 | -0.1
CCCCCCCCCC(=O)N[C@@H]1c2cc(OC)c(OC)cc2C[C@H]1OCc1ccccc1 | 105.0 | -1.6 | -4.2 | 1.2 | -11.8 | -2.9 | -10.1 | 0.2 | 0.3 | -0.2
CSc1ccccc1NC(=O)CSc1cccc[n+]1[O-] | 94.0 | 5.3 | 15.3 | 0.5 | -14.3 | 2.6 | 0.4 | -0.9 | 1.0 | 0.1
CCN1CCN(c2nc3ccccc3nc2C(C#N)C(=O)OC2CCCCC2)CC1 (configuration not stated) | 100.0 | -8.8 | 11.3 | 10.0 | 2.8 | -5.8 | -3.2 | 0.9 | 0.5 | -0.6
CC1Oc2ccccc2N(CC(=O)NC2CCCCC2)C1=O (configuration not stated) | 94.0 | -4.0 | -7.4 | 3.1 | -16.0 | 2.3 | -1.6 | -1.1 | 5.5 | -0.1
COc1cc2c(cc1OC)C(C)N(C(=O)c1cc3c(=O)oc4ccc(C)cc4c3s1)CC2 (configuration not stated) | 93.0 | 1.8 | -3.2 | 2.8 | -7.4 | 0.2 | -1.9 | -0.8 | 10.3 | -0.1
Brc1cccc(-c2nnc3sc(CNCc4ccco4)cn23)c1 | 100.0 | -8.0 | -1.9 | -0.8 | -3.1 | 1.9 | -3.1 | 1.5 | -0.5 | 0.0
CC1CCN(C(=O)CCc2nnc3ccc(N4CCC5(CC4)OCCO5)nn23)CC1 | 100.0 | 2.8 | -1.6 | 1.7 | 2.9 | 4.1 | 1.3 | -0.6 | 1.3 | -0.1
Cc1cc(C)cc(C(O)c2ncc(-c3ccc4ccccc4c3)[nH]2)c1 (configuration not stated) | 102.0 | x | -1.0 | -19.1 | -1.8 | x | 8.4 | 1.3 | 4.3 | 0.7
Cc1cc(NC(=O)CSc2nc(C)c(C)n2CC(C)C)no1 | 91.0 | -7.5 | -3.4 | 8.0 | -7.6 | 2.1 | 1.8 | -0.9 | 7.3 | -0.2
Cc1cccc(C(=O)Nc2ccccc2C(=O)OCC(=O)Nc2ccc(C#N)cc2)c1 | 98.0 | -2.7 | -1.3 | -1.0 | 2.6 | -4.5 | 4.2 | -1.0 | 0.9 | 0.2
COc1ccc(C(C(=O)NC2CCCC2)N(CCCO)C(=O)Cn2nnc(-c3ccc(C)o3)n2)cc1 (configuration not stated) | 103.0 | -0.5 | -2.3 | 4.4 | -4.6 | -8.8 | 1.0 | -0.8 | 9.7 | 0.1
Cc1nc2cc(NCc3nc4ccccc4n3Cc3ccccc3)ccc2n1C | 103.0 | -14.0 | 5.1 | 22.3* | 2.4 | 4.9 | -13.1 | 0.3 | 8.8 | 0.0
